FID counter: fluorescent intercalator displacement, NS3 helicase counter-screen. DNA fluorescent intercalator displacement, fluorescence. inhibition, % at 7.9 µM. hit rate 0.17% among 290,000. AID 1845; in the data active = inhibition above about 37%;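 note: 0% = vehicle and 100% = reference compound; higher means more ethidium bromide displaced from hairpin DNA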
HCV NS3 hel inh: HCV NS3 helicase inhibition; NS3 helicase DNA unwinding, Cy5 molecular beacon fluorescence; inhibition, % at 10.9 µM; hit rate 0.56% among 290,000;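 active = inhibition above the mean of all tested compounds plus 3 SD, set per campaign, cut at about 35% in these data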;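 note: 0% = DMSO wells and 100% = thioflavine S control wells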
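Material: hepatitis C virus NS3 helicase domain fragment enzyme; measured by: Cy5 fluorescence, 0 and 60 min reads; control set: DMSO and thioflavine S; incubation: 60 min unwinding reaction at 25 °C after ATP addition; read-out basis: % inhibition from 60/0 min fluorescence ratio, DMSO 0%, thioflavine S 100%; repeats: singlicate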
PfM18AAP inh: PfM18AAP enzyme inhibition; recombinant PfM18AAP, H-Glu-NHMec fluorogenic cleavage; AID 1822; inhibition, % at 7.35 µM; hit rate 1.2% among 290,000;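 active = inhibition above the campaign mean inhibition over all tested compounds plus 3 SD, cut at about 28% in these data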;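 note: 0% = plate median of test compound wells and 100% = 2 mM ZnCl2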
SUMO HTRF inh: blocks human SUMOylation mediated by UBC9; P63279; HTRF SUMOylation assay, SAE1/SAE2 + UBC9, in vitro; inhibition, % at 35 µM; hit rate 0.36% among 290,000; AID 2006; in the data active = inhibition above about 50%, passing the limit was not always enough; note: strong numbers were not always called active
Target sequence (P63279 whole entry, looked up): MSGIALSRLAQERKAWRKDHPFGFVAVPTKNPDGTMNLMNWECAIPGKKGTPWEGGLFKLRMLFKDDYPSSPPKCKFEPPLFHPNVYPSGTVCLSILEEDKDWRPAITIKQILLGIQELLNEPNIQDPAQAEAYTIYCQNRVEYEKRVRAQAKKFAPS
IMP-1 inh: blocks Pseudomonas aeruginosa IMP-1 metallo-beta-lactamase; purified IMP-1, nitrocefin hydrolysis, epi-absorbance fluorescence; inhibition, % at 5.6 µM; hit rate 0.45% among 290,000;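 active = inhibition above the mean plus 3 SD of all compounds in the same screening run, cut at about 4.5% in these data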;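 note: 0% = IMP-1 with DMSO and 100% = DMSO wells lacking enzyme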
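system = purified recombinant IMP-1 beta-lactamase | amount = 0.2 nM IMP-1, as dispensed | medium = HEPES buffer pH 7.1 with ZnSO4 and Brij 35 | times = 25 °C, 15 min preincubation, 25 min reaction | detection = plate fluorescence quenching by hydrolysis product, ex 480/em 530 nm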
VIM-2 inh: inhibitors of Pseudomonas aeruginosa VIM-2 metallo-beta-lactamase. purified VIM-2, nitrocefin hydrolysis, epi-absorbance fluorescence. inhibition, % at 5.6 µM. hit rate 0.89% among 290,000. AID 1527;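 active = inhibition above the mean of all tested compounds plus 3 SD, cutoff set per screening run, cut at about 7.5% in these data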;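 note: red hydrolysis product quenches plate fluorescence so inhibitors raise well fluorescence; 0% = enzyme with DMSO and 100% = DMSO without enzyme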
MEKK2 mut-MEK5: signal of MEK5 binding to mutant human MEKK2 PB1 domain. percent response, % at 10 µM. hit rate 0.35% among 290,000. bead flow cytometry, Alexa488-MEK5 binding to MEKK2 mutant; in the data active = percent response above about 24%, passing the limit was not always enough; note: inactives centre near 1; some results filed as inactive read as strong as hits
MEKK2wt PB1 HTS: raises or lowers MEK5 binding to wildtype human MEKK2 PB1 domain. Q9Y2U5. bead flow cytometry, Alexa488-MEK5 binding to MEKK2 WT; actives lie on both sides. binding response (% of control), % at 10 µM. hit rate 1.1% among 290,000. AID 1531; in the data active = binding response below about 67% or above about 130%
NALP1 yeast inh: NALP1 inhibition. S. cerevisiae NALP1/ASC/caspase-1 growth, X-gal OD620, 72 h. inhibition, % at 10 µM. hit rate 0.61% among 280,000. AID 2071; in the data active = inhibition mostly above about 24%, no sharp cut-off; inactive = mostly below about 32%; note: some compounds called inactive have numbers as strong as hits
The depositor's hits bear a star; . = not tested or not shown. An unsorted share of the library, and some 4.7% of all compounds hit somewhere here.

SMILES	FID counter	HCV NS3 hel inh	PfM18AAP inh	SUMO HTRF inh	IMP-1 inh	VIM-2 inh	MEKK2 mut-MEK5	MEKK2wt PB1 HTS	NALP1 yeast inh
CC1OC(O[C@H]2CC[C@]3(C)C4C=C[C@]56OC[C@@]7(CC[C@@H](C)[C@H](C)C75)[C@H](O)C[C@@]6(C)[C@]4(C)CC[C@H]3C2(C)C)C(OC2OC(CO)C(O)C(O)C2OC2OCC(O)C(O)C2O)C(O)C1O (some centres undefined)	.	.	.	-23	.	.	-21	75	6
Cc1ccc(C(C)C)c(OCCN)c1	7	-6	6	0	-2.7	-1.9	2	109	9
CCC(C)OC(=O)C1C(c2ccccc2)C(C(=O)O)C1c1ccccc1 (centres undefined)	-35	11	-3	15	-2.2	-2.5	-1	94	19
COc1cc(NC(=O)CCN2CCN(C)CC2)cc(OC)c1	4	-2	-14	18	-4.8	-2.5	5	111	16
Cc1cccc(C)c1OCc1nc2ccccc2[nH]1	2	-2	-1	-8	-0.1	-1.0	-3	92	35
CC(C)NC(=O)/C(=C\c1cccc([N+](=O)[O-])c1)NC(=O)c1ccccc1	-2	-1	4	-28	-4.2	-3.7	-1	100	10
O=c1c(Cl)c(NCc2ccc(F)cc2Cl)cnn1C12CC3CC(CC(C3)C1)C2	4	-13	-5	-7	-2.5	-3.3	15	118	10
O=C(CSc1nc2ccccc2c(=O)n1-c1ccc(F)cc1F)c1c[nH]c2ccccc12	0	-10	-1	-15	-1.4	0.2	-5	92	32
CC1CCN(S(=O)(=O)c2ccc(S(=O)(=O)NCc3ccco3)cc2)CC1	-12	-11	-1	-3	1.2	-0.3	1	108	4
COc1ccc(NC(=O)c2cc(=O)c3ccccc3o2)cc1Cl	2	15	-5	1	-0.2	-1.2	8	105	32
CCCCC1(CC(=O)OCC)C(=O)N(c2ccccc2)N(c2ccccc2)C1=O	-29	5	1	-11	-2.9	-1.8	-1	104	28
O=C(CCn1cccc1)N1CCc2ccccc21	-27	7	-2	17	-1.5	-2.1	7	96	8
CN(C)c1ccc(NS(=O)(=O)c2cc(Cl)ccc2Cl)cc1	-3	-6	4	5	-8.0	-0.1	-1	95	44
Cc1cccn2c(CNCCCn3ncc4ccccc43)c(C(=O)N3CCCCC3)nc12	6	-13	4	-5	-1.2	0.6	-5	100	3
CCc1ccc(OCC(=O)NNC(=O)c2cc3ccccc3o2)cc1	-1	3	3	5	-2.3	-5.9	3	100	12
O=C1C2CC=C(Cl)CC2C(=O)N1CC1Cc2ccccc2CO1 (centres undefined)	-8	6	3	20	-2.6	-2.4	-1	96	13
CCCCCCCCOC(=O)/C=C/c1c(C)[nH]c(=O)[nH]c1=O	-21	0	-8	4	-1.4	1.1	-1	104	-30
COc1ccc(Cl)cc1NC(=O)[C@@H]1CCCN1C(=O)c1cccs1	-2	1	1	-2	0.6	-0.6	3	87	18
CCc1nn2c(=O)cc(N3CCN(c4cc(C)nc5ccccc45)CC3)nc2s1	-2	12	-11	-3	-0.2	2.9	2	100	40
Cc1nnc(N/N=C/c2ccccc2O)n1N	0	-20	24	20	-2.5	-4.6	-6	90	-3
O=C(O)c1cc(-c2cccs2)nn1-c1cccc(Cl)c1	-15	7	-5	8	-1.2	-1.9	-4	93	9
O=C(c1cccs1)N(Cc1cccc(Cl)c1)C1CCS(=O)(=O)C1 (centres undefined)	-12	-3	-7	-6	-1.0	-1.4	-9	91	1
O=C1c2ccccc2CN1c1ccccc1	-2	-8	-13	15	-0.7	-0.7	4	110	-3
CCN(CCCNc1ncnc2nc[nH]c12)c1cccc(C)c1	8	17	6	-12	-4.7	-2.7	5	102	17
CC(C)OC(=O)CSc1nc(Cc2ccccc2)nc2ccccc12	-24	12	0	-19	-0.7	-2.3	-10	94	-3

Further compounds
SMILES	FID counter	HCV NS3 hel inh	PfM18AAP inh	SUMO HTRF inh	IMP-1 inh	VIM-2 inh	MEKK2 mut-MEK5	MEKK2wt PB1 HTS	NALP1 yeast inh
CC(C)Cc1cc(-c2ccco2)c(C#N)c(N)n1	1	1	-1	32	-4.8	-2.1	12	107	8
O=C(O)/C=C\C(=O)Nc1ccccc1C(=O)N1CCN(c2ccc(Cl)cc2)CC1	-11	2	-18	2	-0.2	-0.5	13	99	1
COc1cc(NS(=O)(=O)c2ccc(NC(=O)/C(=C/c3ccccc3Cl)NC(=O)c3ccccc3)cc2)nc(OC)n1	-20	16	-6	17	-1.1	-0.5	-3	90	-35
CC(=O)Nc1ccc(NC(=O)Cn2cnc(S(=O)(=O)N3CCOCC3)c2)cc1	-3	-2	-10	15	-3.8	-2.4	8	112	8
CC(=O)c1cnn(-c2nc3c(C)cccc3s2)c1C	0	3	-1	5	-2.1	-3.9	1	97	5
CCOC(=O)c1sc(Nc2nc3c(F)cccc3s2)cc1C	2	0	0	18	-0.9	-1.2	-1	106	1
Cc1cc(NC(=O)CSc2nc(=O)cc(N)n2-c2ccc(F)cc2)no1	-6	4	2	13	-3.7	-3.6	9	106	-7
Cc1ccc(-c2c(C#N)c(N)n3c(nc4ccccc43)c2C#N)cc1	1	0	6	0	-0.8	0.0	21	78	34
CCCCC(=O)Nc1cccc(NC(=S)NC(C)=O)c1	1	11	-2	-8	-3.2	-2.5	16	98	10
CCOC(=O)N1CCN(C(=O)c2ccc3c(c2)N(Cc2cc(C)ccc2C)C(=O)c2ccccc2S3=O)CC1 (centres undefined)	-63	-3	6	-14	-0.8	-3.0	6	99	13
C#CCOCCOCCOCCNc1nc(N2CCN(C(=O)[C@H](CCC(=O)O)n3cc(C(N)CO)nn3)CC2)nc(N2CCN(C(=O)[C@H](Cc3cc4ccccc4[nH]3)n3cc(C(N)[C@H](C)CC)nn3)CC2)n1 (some centres undefined)	18	-68	-1	-17	-3.6	-4.2	27	156*	4
CCOc1cc(CN2CCCC(CO)(Cc3ccc(F)cc3F)C2)ccc1OC (centres undefined)	-3	14	2	-15	-1.5	-1.0	2	103	-73
COC(=O)c1cccc(N2C(=O)c3cccnc3C2=O)c1	4	-5	-3	25	0.7	2.0	10	110	20
O=C(CSc1nc2ccccc2c(=O)n1-c1ccc(F)cc1F)Nc1ccc(N2CCOCC2)cc1	2	-5	-4	-18	0.2	-0.6	-3	93	10
Cc1ccc(S(=O)(=O)n2nc(C)c(Br)c2C)c(C)c1C	-7	0	-24	12	-2.6	-0.4	7	107	15
Cn1nnnc1SCC(=O)Nc1cc(S(=O)(=O)N2CCCC2)ccc1Cl	-5	-12	3	4	-1.4	-1.8	-40	109	6
Cc1ccc(C2OC(=O)c3ccccc32)cc1 (centres undefined)	-4	9	-5	22	-0.7	-1.4	1	99	16
COc1cccc(CN(C)C(=O)/C=C/c2ccc(S(=O)(=O)N3CCCCCC3)cc2)c1	-32	-26	-2	-16	-3.4	-2.2	4	103	-3
Cc1onc(-c2ccccc2Cl)c1C(=O)N1CCc2ccccc2C1	-20	-1	-23	-1	-5.7	-3.4	15	119	20
CCOC(=O)c1c(S(=O)(=O)N(C)Cc2ccccc2)c(C)n(C)c1C	-37	-4	2	-4	-3.4	-0.6	3	99	9
COc1ccc(OC)c(NC(=O)CSCc2cnn(-c3ccccc3)c2-n2cccc2)c1	-28	-8	3	-24	1.8	2.6	3	102	-4
COc1cccc(S(=O)(=O)NCc2ccc(C(=O)NCC3CCCO3)cc2)c1 (centres undefined)	-11	0	1	16	-1.6	-2.6	2	101	-3
N#Cc1c(/N=C/c2ccc(-c3ccccc3C(=O)O)o2)sc2c1CCCC2	-3	3	10	1	-2.3	0.4	0	103	12
C=C(C)c1cccc(C(C)(C)NC(=O)Nc2ccc(Cl)cn2)c1	-28	-8	3	-16	-3.1	-3.8	8	106	31
Cc1cccnc1NC(=O)CCn1c(=O)oc2ccccc21	-9	9	-22	1	0.2	0.4	1	100	18

Structural class, the entries above with a furan ring, fused or not.
SMILES	FID counter	HCV NS3 hel inh	PfM18AAP inh	SUMO HTRF inh	IMP-1 inh	VIM-2 inh	MEKK2 mut-MEK5	MEKK2wt PB1 HTS	NALP1 yeast inh
CC1CCN(S(=O)(=O)c2ccc(S(=O)(=O)NCc3ccco3)cc2)CC1	-12	-11	-1	-3	1.2	-0.3	1	108	4
CCc1ccc(OCC(=O)NNC(=O)c2cc3ccccc3o2)cc1	-1	3	3	5	-2.3	-5.9	3	100	12
CC(C)Cc1cc(-c2ccco2)c(C#N)c(N)n1	1	1	-1	32	-4.8	-2.1	12	107	8
N#Cc1c(/N=C/c2ccc(-c3ccccc3C(=O)O)o2)sc2c1CCCC2	-3	3	10	1	-2.3	0.4	0	103	12

(further entries)
SMILES	FID counter	HCV NS3 hel inh	PfM18AAP inh	SUMO HTRF inh	IMP-1 inh	VIM-2 inh	MEKK2 mut-MEK5	MEKK2wt PB1 HTS	NALP1 yeast inh
O=C(CC1NCCNC1=O)Nc1ccc(Oc2ccccc2)cc1 (centres undefined)	-4	-3	-11	-4	-1.8	-4.7	-13	87	-5
CCN1CCn2c1nc(N1CCOCC1)nc2=O	1	-4	1	17	-2.0	-2.4	-1	99	5
COc1cc(C(=O)NCc2nnc(SCC(=O)N3CCOCC3)o2)cc(OC)c1OC	-2	8	1	22	-3.0	-2.9	-2	100	18
CN(CC(=O)Nc1c(Cl)cccc1Cl)C(=O)c1ccccc1SCC(=O)N1CCCC1	-16	-6	-7	8	-5.2	-3.4	7	104	18
COc1ccc(NC(=O)Nc2nnc(C(C)(C)C)s2)cc1	-18	-3	3	13	-1.6	-2.1	6	-4.0*	-3
CC(C)c1ccc(C(O)P(=O)(OCc2ccccc2)c2ccc(N(C)C)cc2)cc1 (centres undefined)	-19	-25	0	13	-3.2	-2.0	-16	94	-30
CC(=O)c1cccc(NC(=O)C(OC(=O)c2cccs2)c2ccccc2)c1 (centres undefined)	-17	-16	6	-36	-1.5	-1.5	-1	110	9
CN(C)c1cccc(N(C)C)c1CNC(=O)NC(=O)c1c(F)cccc1F	-35	-22	7	-7	-1.3	-0.8	5	107	14
O=[N+]([O-])C1=C(Nc2cccc3ccccc23)CS(=O)(=O)C1	-4	16	3	44	4.1	3.2	6	103	-2
CCOC(=O)C(OC(=O)c1sc(=S)n(C)c1C)C(C)=O (centres undefined)	0	-3	11	10	2.2	9.2*	10	107	24
CNc1c(NS(=O)(=O)c2ccc(F)cc2)c(=O)oc2ccccc12	-2	-6	3	0	-3.6	1.1	-2	97	8
CCN(CC)S(=O)(=O)c1ccc(=O)[nH]c1	4	-7	4	4	-1.4	1.1	-38	81	-6
FCCCOc1ccc(-c2nccc(-c3ccc(Br)cc3)n2)cc1	-1	3	-6	1	-1.5	0.5	19	99	21
O=C(CSc1nnc(-c2cnccn2)n1Cc1ccco1)c1ccccc1	-20	-4	0	6	-1.3	-1.8	-3	97	7
COC(=O)[C@@H](NC(=O)NCc1ccc(F)cc1)C(C)C	-1	0	3	4	-3.3	-2.7	10	102	6
Cc1cccc(-c2nc(CS(=O)CC(=O)N3CCN(C)CC3)c(C)o2)c1 (centres undefined)	0	7	-9	18	0.3	-3.2	5	101	10
CCc1cc(=O)oc2c3c(cc(OCC(=O)NCCN4CCOCC4)c12)OC(C)(C)CC3	-2	-18	-2	22	-0.3	4.6	-3	95	10
O=C(c1cccs1)[C@@H]1[C@@H]2C(=O)N(Cc3ccc4c(c3)OCO4)C(=O)[C@@H]2C2c3ccccc3C=CN21 (some centres undefined)	-7	7	24	24	-2.5	-0.8	.	.	14
